# Source: PubChem
# DAGLB inh: diacylglycerol lipase beta (human) inhibition | Q8NCG7 | AID 504411 | inhibition, % at 5.17 µM | HEK293T DAGLB membrane lysate, EnzChek fluorogenic substrate | 340,000 compounds, 0.059% hits; in the data active means inhibition above about 34%;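 further: 0% = enzyme with vehicle and 100% = wells lacking enzyme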
# Arrestin-AP2 inh: inhibitors of human beta-arrestin and AP2 interaction | FITC-arrestin peptide / GST-AP2 beads, flow cytometry; AP2 beta2 appendage carries R879A mutation | inhibition, % at 10 µM | 340,000 compounds, 0.31% hits | AID 504490;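 active means inhibition above a set limit, near 3 SD of compounds lacking own fluorescence, cut at about 54% in these data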;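 further: plate controls were DMSO wells for no effect and 5 µM unlabelled arrestin peptide for full effect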
#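 System: GST-AP2 R879A glutathione beads. Medium: PBS with 0.05% Tween 20 and 0.1% BSA. Also added: FITC-arrestin peptide, 50 nM. Incubation: 12 min plus 1 h, RT. Measured by: high-throughput flow cytometry of beads, ex 488, em 535 nm. Evaluation: percent drop in bead-associated FITC signal.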
# RTF Ca sens inh: cardiac RTF calcium desensitization; P19429+P45379; IANBD-labeled cardiac RTF, Ca2+ fluorescence; inhibition, % at 7.15 µM; 340,000 compounds, 0.12% hits; AID 493244;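 active means inhibition above the mean inhibition of all tested compounds plus 3 SD, cut at about 17% in these data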;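 further: assay run at fixed EC70 calcium of 1.6 mM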
# CAL PDZ FP-1: blocks peptide binding to human CAL PDZ domain. 330,000 compounds, 0.02% hits. inhibition, % at 20 µM. AID 504414. purified CAL PDZ, TMR-peptide fluorescence polarization, 1 h;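 active means highest replicate inhibition of at least 40%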;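 further: plate controls were DMSO neutral control wells for no effect and unlabeled competitor peptide control wells for full effect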
#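 Read-out basis: mP drop reported as inhibition | Assay system: Tagged CAL PDZ protein CerCALP, purified | Benchmarks: Unlabelled peptide for full inhibition, DMSO wells as neutral | Schedule: 1 h incubation at room temperature before polarization reading | Buffer or medium: Sodium phosphate/NaCl buffer pH 7.4 with TCEP, IgG, Thesit | Doses: Single point, 20 µM | Measured by: Fluorescence polarization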
# Keap1-Nrf2 PPI: disrupts human Keap1 binding to Nrf2 peptide; 340,000 compounds, 0.15% hits; Keap1 Kelch-Nrf2 peptide fluorescence polarization, 1536-well; Q14145; AID 504523; inhibition, % at 9.4 µM; in the data active means inhibition above about 12%;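 further: human Keap1 Kelch domain with fluorescein labeled Nrf2 9mer peptide probe; 0% = neutral control wells and 100% = peptide positive control; higher means more block of Keap1 binding to Nrf2 peptide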
# Target sequence (Q14145 whole entry, looked up, the tested form may be a part): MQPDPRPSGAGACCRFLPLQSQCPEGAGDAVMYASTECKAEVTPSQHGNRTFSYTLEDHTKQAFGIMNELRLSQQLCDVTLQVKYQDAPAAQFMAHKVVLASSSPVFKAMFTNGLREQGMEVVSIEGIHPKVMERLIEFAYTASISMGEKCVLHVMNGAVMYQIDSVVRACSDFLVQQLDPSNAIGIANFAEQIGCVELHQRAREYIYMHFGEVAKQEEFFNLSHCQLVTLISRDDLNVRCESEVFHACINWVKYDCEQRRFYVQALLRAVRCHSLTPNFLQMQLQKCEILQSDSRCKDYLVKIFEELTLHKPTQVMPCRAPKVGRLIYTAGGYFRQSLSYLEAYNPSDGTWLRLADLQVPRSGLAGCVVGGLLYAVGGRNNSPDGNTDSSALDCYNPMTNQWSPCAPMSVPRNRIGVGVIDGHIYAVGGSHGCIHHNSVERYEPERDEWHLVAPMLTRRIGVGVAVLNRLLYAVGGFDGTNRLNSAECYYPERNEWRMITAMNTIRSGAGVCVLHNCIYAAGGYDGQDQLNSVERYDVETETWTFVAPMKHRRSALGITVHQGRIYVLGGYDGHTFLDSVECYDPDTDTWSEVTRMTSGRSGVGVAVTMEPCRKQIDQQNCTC
# DSG3 Ab inh: blocks pemphigus antibody binding to human desmoglein-3; AID 588358; 310,000 compounds, 0.48% hits; P32926; binding (percent of control), % at 10 µM; DSG3-coupled beads, scFv-anti-DSG3-GFP binding, flow cytometry; stronger effect = lower value;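 active means binding more than 3 SD below its plate's average and above zero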; further: some compounds called inactive have numbers as strong as hits
# V-ATPase pH: alters yeast V-ATPase proton transport. response, % at 10 µM. AID 504577. S. cerevisiae, pHLuorin cytosolic pH fluorescence. 350,000 compounds, 0.37% hits; in the data active means response mostly above about 7.3%, no sharp cut-off; inactive means mostly below about 5.4%; further: actives read high; inactives centre near 0; some compounds called inactive have numbers as strong as hits
# LANA DNA inh: KSHV C-LANA DNA binding inhibition | MBP-C-LANA/FAM-LBS DNA binding, fluorescence polarization | inhibition, % at 9 µM | 340,000 compounds, 0.078% hits | AID 504423;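 active means highest replicate inhibition at or above 60% at 9 µM, even if other replicates fall short; inactive means all replicates below 60% inhibition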;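 further: 0% = neutral control wells and 100% = 4 µM acridine orange control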
# CAL PDZ FP-2: inhibitors of human CAL PDZ peptide binding; purified CAL PDZ, TMR-peptide fluorescence polarization, 1 h; inhibition, % at 24.9 µM; 300,000 compounds, 0.92% hits; AID 602252;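 active means mean inhibition of at least 30% with at least half of replicates also reaching 30%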;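 further: 0% = DMSO neutral control and 100% = excess unlabeled competitor peptide PRC23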
# NSD2 HMT inh: blocks human histone methyltransferase NSD2; NSD2 peptide methylation, AlphaScreen, 120 min; inhibition, % at 12.5 µM; 310,000 compounds, 0.54% hits; AID 743445; in the data active means inhibition above about 50%
# An asterisk follows results filed as active; · = no result given; & = joins results of further samples. An excerpt. The share of hits here may be higher or lower than overall.
SMILES,DAGLB inh,Arrestin-AP2 inh,RTF Ca sens inh,CAL PDZ FP-1,Keap1-Nrf2 PPI,DSG3 Ab inh,V-ATPase pH,LANA DNA inh,CAL PDZ FP-2,NSD2 HMT inh
CCCCNC(=O)N(CC)c1c(N)n(Cc2ccccc2)c(=O)[nH]c1=O,2,-5,-8,0.9,2,98,-3,-0.8,3,-2
Cc1cccc(C)c1NC(=S)N1CCCN(Cc2ccc(F)cc2)C1,2,-7,-3,-2.3,-3,92,3,-1.0,-6,0
COc1ccc(C(=O)OCC[N+]2(C)CCCCC2)cc1,-1,-45,-1,-2.2,-3,101,-2,-0.2,-1,-2
O=C(Nc1n[nH]c(C(F)(F)F)n1)c1cccs1,-2,5,-2,0.5,-7,98,-1,0.5,0,-2
CC(NS(=O)(=O)c1ccccc1)C(=O)NCCc1ccccn1 (centres undefined),-1,38,-3,0.9,2,95,4,-0.2,1,0
CNC(=O)c1[nH]cnc1C(=O)Nc1cccc(C)c1,1,2,-3,-0.3,0,106,2,0.6,-6,·
Cc1cccc(NC(=O)c2sc(Cl)nc2-c2ccccc2)c1,-1,10,-2,-0.2,-2,95,5,-0.3,-4,-2
O=C(Cn1cnnn1)Nc1cccc([N+](=O)[O-])c1,-2,40,5,-0.2,1,100,-1,-1.8,-3,-3
Cc1cc2nsnc2c(S(=O)(=O)NCC(=O)O)c1C,-1,-120,-9,-2.3,-8,126,1,0.6,-5,·
NC(=O)CC(NC(=O)Cc1cccc2ccccc12)c1ccc(NCc2cc(F)ccc2F)c([N+](=O)[O-])c1 (centres undefined),9,-2,-7,-1.1,3,108,0,18,-3,·
COc1ccc(S(=O)(=O)N2CCN(C(=O)CN3C(=O)NC4(CCCC4)C3=O)CC2)cc1,2,-2,6,-2.3,-4,106,-1,0.5,-2,-2
CC(=O)C1=C(O)C(=O)N(c2ccc(O)cc2)C1c1ccccc1F (centres undefined),1,5,-5,-0.8,0,100,1,1.4,9,1
CC(=O)Nc1c2c(nn1-c1cccc(Cl)c1)CS(=O)C2 (centres undefined),1,-3,-3,0.2,-3,96,-3,0.5,·,·
Cc1ccc(-c2nnn(CC(=O)N3CCC(C)CC3)n2)o1,3,-1,-8,-0.9,-5,92,1,0.9,2,-2
Cc1ccc(N2CC3=C(C2=O)C(c2ccccc2)NC(=O)N3C)cc1 (centres undefined),-3,-1,-5,-0.2,-4,100,7,-0.5,-4,-1
COc1ccc(OCCCN(C)Cc2ccccc2)cc1,-1,1,6,0.7,-5,97,-2,-0.9,-4,5
O=C(Nc1cc(S(=O)(=O)N2CCCCC2)ccc1O)c1ccccc1NS(=O)(=O)c1ccc(F)cc1,12&12,-8&3,-6&3,-1.5&0.3,3&0,95&101,7&0,-0.4&0.9,-4&-2,0
CCOC(=O)c1cnc[nH]c1=O,-4,2,-5,1.1,-5,97,-13,1.1,10,·
CC(C(=O)Nc1ccccc1)N(c1cccc(Cl)c1)S(C)(=O)=O (centres undefined),-1,-5,9,-0.5,-2,93,2,0.3,-4,0
C#CCn1c(=NC(=O)CSC(C)=O)sc2cc(F)ccc21,0,5,-6,0.3,-6,94,-1,0.3,-5,·
NC(=O)C1CCN(CC(=O)c2c[nH]c3ccc(F)cc23)CC1,5,4,-4,·,3,97,-1,2.9,-2,-2
N#C/C(=C/c1cn[nH]c1-c1cccc(Br)c1)C(=O)O,1,5,3,-1.0,-1,100,-2,0.5,1,1
Cc1nnc(SCC(=O)NC2CC2)n1CC1CCCO1 (centres undefined),1,-5,2,-0.2,-1,99,2,0.8,-3,-1
O=C(Nc1ccc(F)cc1F)c1ccc2c(=O)n3c(nc2c1)CCC3,-2,-5,-6,-2.8,0,98,-1,0.6,-9,-1

# Three entries from above in a different format:
# Second line of a record: DAGLB inh	Arrestin-AP2 inh	RTF Ca sens inh	CAL PDZ FP-1	Keap1-Nrf2 PPI	DSG3 Ab inh	V-ATPase pH	LANA DNA inh	CAL PDZ FP-2	NSD2 HMT inh
Cc1ccc(-c2nnn(CC(=O)N3CCC(C)CC3)n2)o1
→ 3	-1	-8	-0.9	-5	92	1	0.9	2	-2
Cc1ccc(N2CC3=C(C2=O)C(c2ccccc2)NC(=O)N3C)cc1 (centres undefined)
→ -3	-1	-5	-0.2	-4	100	7	-0.5	-4	-1
COc1ccc(OCCCN(C)Cc2ccccc2)cc1
→ -1	1	6	0.7	-5	97	-2	-0.9	-4	5

# (further entries)
SMILES,DAGLB inh,Arrestin-AP2 inh,RTF Ca sens inh,CAL PDZ FP-1,Keap1-Nrf2 PPI,DSG3 Ab inh,V-ATPase pH,LANA DNA inh,CAL PDZ FP-2,NSD2 HMT inh
Cc1cccc(C)c1NC(=O)c1cc(S(=O)(=O)N2CCOCC2)cn1C,1,-1,-7,0.0,-5,99,7,-0.8,·,·
S=c1[nH]nc(NCCc2ccccc2)s1,0,-17,1,-2.5,1,91,1,-0.9,-2,·
CN(C)S(=O)(=O)c1cccc(C(=O)Nc2ccc3c(c2)CCC3)c1,-4,-4,-32,-0.3,-2,·,4,3.4,·,-2
CC(=O)c1ccc(NC(=O)CCn2c(=O)oc3ccccc32)cc1,-3,-9,2,1.9,1,·,-4,1.8,1,-1
c1cncc(-c2nn3cnnc3s2)c1,1,-1,-8,-1.5,-5,102,4,0.0,1,-3
O=[N+]([O-])c1ccc(Sc2cccc[n+]2[O-])c2nonc12,1,50,-6,-0.7,20*,109,-5,19,-1,129*
CC(=O)Nc1ccc(/C=C(\C#N)C(=O)NCc2ccccc2)cc1,-1,-18,2,0.2,0,104,1,3.5,-4,0
O=C(COC(=O)c1cccc(S(=O)(=O)N2CCc3ccccc32)c1)Nc1ccc(Cl)cn1,0,16,-8,-3.1,-4,78,-6,-1.2,-2,27
CCc1ccc(OCC(=O)NC(C)(C)C)cc1,-4,18,-11,-2.8,-4,·,-1,0.5,0,-3
CN(C(=O)COC(=O)c1ccc2c(=O)n3c(nc2c1)CCC3)C1CCS(=O)(=O)C1 (centres undefined),-2,-6,-12,0.1,1,101,1,-7.0,-2,·
CC(=O)C1=C(C)OC(N)=C(C#N)C1c1cccc([N+](=O)[O-])c1 (centres undefined),-1,37,-4,-0.1,-1,97,-3,0.0,-1,0
C#CCOc1ccc(OC)cc1C(c1c(C)[nH][nH]c1=O)c1c(C)[nH][nH]c1=O,1,27,5,0.4,-5,115,0,1.6,2,1
Cc1nc(-c2noc(-c3ccc(Cl)cc3)n2)c(C(F)(F)F)o1,-2,9,-6,-0.4,0,109,2,-3.8,·,-1
COc1ccc2cc3c(N)nn(C(=O)c4ccc(Cl)c([N+](=O)[O-])c4)c3nc2c1,0,2,6,-3.5,-2,87,-4,1.1,-2,0
COCc1cc(C)nc(SCc2ccc([N+](=O)[O-])cc2)c1C#N,-7,-5,-6,0.7,4,104,6,0.2,·,1
O=C(CSc1nnc(NC(=O)c2c(F)cccc2F)s1)NCc1ccccc1,-2,23,-7,-2.6,-1,·,8,-1.0,-6,-3
COc1cccc(COCCN2CCN(S(=O)(=O)c3ccc(C)cc3)CCC2=O)c1,0,0,-3,-0.4,-5,98,-3,-0.4,-2,·
Cc1cc(C)nc(NC(N)=S)n1,1,-10,4,-0.7,-6,91,5,-1.6,-8,-3
CC1(C)C2CCC(C2)C1(C)NC(=O)CNCC1CCCCC1 (centres undefined),-3,2,-5,-0.6,-3,108,2,-0.5,-3,0
O=C(CSc1c2c(nc3ccc(Cl)cc13)CCCC2)NCCCN1CCOCC1,-6,6,6,-1.0,-151,85,1,-0.8,-6,1
O=C(Nc1ccc(Cl)cc1C(=O)c1ccccn1)c1ccccc1,-8,·,·,·,·,104,-2,·,·,5
Cc1ccc(-c2cc(C)nc3nc(N)nn23)cc1,0,34,-1,-0.9,5,95,-2,0.9,1,-2
Cc1ccc(C(=O)NCCCNC(=O)c2ccc(C)nc2)cc1,-3,0,-9,-0.2,-6,102,1,-1.3,-8,-4
COc1ccc(CNC(=O)COc2ccc(S(=O)(=O)NC(C)C)cc2)cc1,3,-1,-1,-0.7,-4,·,-2,-1.5,0,-3
COC(=O)C(Cc1ccccc1)NC(=O)CC(C)CC(=O)Nc1ccc(C)cc1 (centres undefined),2,15,-7,0.0,-2,94,1,-1.4,·,0
Cn1ncc([N+](=O)[O-])c1C(=O)Nc1ccc(Cl)cc1,-1,38,-4,-1.2,2,105,-3,3.3,-6,24
O=C(COc1ccc(Br)cc1)Nc1ccc(CN2CCOCC2)cc1,-2,-7,2,-0.3,-4,98,6,0.6,·,-1
N=c1n(Cc2ccccc2)c2ccccc2n1CC(O)COc1ccccc1 (centres undefined),2,-2,-11,-0.7,-4,100,-2,-0.1,0,6
CCN(CC(=O)NCc1ccc(F)cc1)c1ccc(S(C)(=O)=O)cc1[N+](=O)[O-],-1,39,5,0.2,1,101,-2,-1.3,8,-5
N=c1ccn2c(n1)O[C@H]1[C@H](O)[C@@H](CO)O[C@H]12,0,2,-4,-1.7,-8,·,1,-2.2,0,-3
O=C(c1ccc(CS(=O)Cc2cccc(Cl)c2)o1)N1CCN(C2CCCCC2)CC1 (centres undefined),1,-15,4,-2.0,-1,97,-9,0.4,-4,1
COc1ccc(/C=N\NC(=O)c2cccc(F)c2)cc1COc1ccccc1,-9,-2,-4,-1.9,3,·,-1,4.0,-5,0
COc1ccc(N(CC(=O)NCCc2ccc(OC)c(OC)c2)S(=O)(=O)c2ccc(OC)c(OC)c2)cc1,0,1,-5,0.4,1,107,6,-0.3,-3,-4
CC1CCCC(NC(=O)CSc2nnc(-c3cccnc3)n2N)C1C (centres undefined),-2,2,0,-0.5,2,128,1,0.3,·,2
COc1cccc(NC(=O)COC(=O)Cc2ccc(Cl)cc2)c1,-4,45,1,3.1,0,94,-1,-4.1,0,-2
CC(C)NC(=O)N(C)C[C@H]1Oc2c(NC(=O)Nc3ccc(C(F)(F)F)cc3)cccc2C(=O)N([C@H](C)CO)C[C@@H]1C,1,2,-9,-0.9,1,101,-2,0.8,-1,·
COc1ccc(NC(=S)N(CCc2ccc(OC)c(OC)c2)Cc2ccccn2)cc1,0,-14,4,-0.1,3,106,2,0.0,·,-1
Cn1cccc1/C=N/NC(=O)c1cc(-c2cccs2)nc2ccccc12,1,8,8,-1.1,-2,103,-6,-0.8,-4,0
OC(CCN1CCC2(CC1)OCCO2)C(F)(F)F (centres undefined),-4,26,-7,-1.1,19*,·,-1,8.1,-4,0
Cc1nc(-c2ccc(Cl)cc2)sc1C(=O)O,1,9,-6,-0.7,-7,110,4,0.3,2,-2
Cc1ccc(C(=O)Nc2cccnc2)cc1[N+](=O)[O-],1,7,-1,-1.3,-3,98,4,0.1,8,-2
Cc1nn(CC(=O)NCCc2ccccc2)c(=O)c2cc3occc3n12,2,27,-2,-0.4,2,94,-2,-0.7,-3,22
